# Screening results (PubChem BioAssay)
# NOD1 inhibition: NOD1 signaling inhibitors, primary screen, cell-based, luminescence, uHTS (AID 1578); 1% of 290,000 active; NOD1-driven NF-kB luciferase reporter cells, luminescence; higher % means a stronger effect; one-dose inhibition, % at 4 µM; EC50 in µM for titrated hits; in the data active = inhibition mostly above about 36%, no sharp cut-off; inactive = mostly below about 34%;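 also: HEK-293T reporter cells stimulated with the NOD1 agonist gamma-tri-DAP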
# GPR55 antagonists: GPR55 antagonists blocking LPI-driven arrestin recruitment, primary screen, imaging, U2OS, beta-arrestin-GFP, LPI agonist (AID 2013); U2OS GPR55 beta-arrestin-GFP translocation imaging, LPI antagonism; higher % means a stronger effect; 0.13% of 290,000 active; inhibition, % at 10 µM; hits with a dose series show IC50 in µM;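 active = spots per cell inhibited over 60%, with over 100 cells counted and total cytoplasm intensity under 500,000; inconclusive = wells with under 100 cells, flagged as likely toxic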;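 also: U2OS cells stably carrying GPR55 and arrestin-GFP stimulated by 5 µM LPI near EC80; imaged beta-arrestin-GFP aggregate spots per cell after agonist stimulation; plate controls were LPI-stimulated DMSO wells for no effect and DMSO wells without LPI for full effect; some results filed as inactive read as strong as hits; confirmed hits need IC50 under 10 µM and bright autofluorescent wells are also inconclusive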
# HEK293 NOD2/NF-kB: NOD2 signaling inhibitors, cell-based, luminescence, uHTS, HEK293 (AID 1566); inhibition, % at 4 µM; hits with a dose series show EC50 in µM; HEK293 NOD2/NF-kB luciferase reporter, luminescence; higher % means a stronger effect; 0.63% of 290,000 active; also: many of its hits are not listed in these tables
# GPR35 arrestin U2OS: GPR35 antagonists blocking zaprinast-driven arrestin recruitment, primary screen, imaging, U2OS, beta-arrestin-GFP, zaprinast agonist (AID 2058). 0.052% of 290,000 active. one-dose inhibition, % at 10 µM; IC50 in µM for titrated hits. U2OS GPR35 beta-arrestin-GFP translocation imaging, zaprinast antagonism; higher % means a stronger effect. G-protein coupled receptor 35 (Homo sapiens);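 active = inhibition of at least 50% with at least 30 cells and total cytoplasm GFP at most 10,000,000; inconclusive = under 30 cells or total GFP of 10,000,000 plus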
# KOR beta-arrestin-1: KOR antagonists, beta-arrestin recruitment, cell-based, luminescence, uHTS (AID 1778) | Kappa-type opioid receptor (Homo sapiens) | inhibition, % at 10 µM, or IC50 in µM where a hit was titrated | KOR beta-arrestin recruitment, luminescence, antagonist mode; higher % means a stronger effect | 0.091% of 290,000 active; also: strong numbers were not always called active
# KOR beta-arrestin-2: KOR agonists, beta-arrestin recruitment, primary screen, cell-based, luminescence, uHTS (AID 1777); Kappa-type opioid receptor (Homo sapiens); KOR beta-arrestin recruitment, luminescence; higher % means a stronger effect; one-dose activation, % at 10 µM; EC50 in µM for titrated hits; 0.02% of 280,000 active; in the data active = activation above about 50%, passing the limit was not always enough; also: a part of the inactive calls stands beside numbers as strong as those of hits
# GPR55 activation: GPR55 agonists via beta-arrestin recruitment, primary screen, imaging, U2OS cells, beta-arrestin-GFP redistribution (AID 1961); G-protein coupled receptor 55 (Homo sapiens); U2OS GPR55 beta-arrestin-GFP redistribution imaging; higher % means a stronger effect; activation, % at 10 µM, or EC50 in µM where a hit was titrated; 0.048% of 290,000 active;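 active = activation above 40% with more than 50 cells counted in the well; inconclusive = wells holding fewer than 50 cells, flagged as toxic or sparse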;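 also: U2OS osteosarcoma cells stably expressing GPR55 and beta-arrestin-GFP; plate controls were DMSO negative control for no effect and LPI positive control for full effect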
# HIV fusion peptide: inhibitors of HIV fusion peptide binding, primary screen, biochemical, uHTS, fluorescence dequenching (AID 1986); inhibition, % at 20 µM, or IC50 in µM where a hit was titrated; 0.3% of 290,000 active; cell-free peptide binding, fluorescence dequenching, 30 min; higher % means a stronger effect; in the data active = inhibition mostly above about 52%, no sharp cut-off; inactive = mostly below about 76%; also: some results filed as inactive read as strong as hits
# Myeloid diff 2: induction of myeloid progenitor differentiation, primary screen, cell-based, flow cytometry, MLPCN library. ER-HoxA9 myeloid progenitors, lysozyme-GFP differentiation. calls only at 10 µM. 1% of 360,000 active. AID 624256, 2012;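 active = normalized GFP-positive differentiation at or above the plate's own cutoff, the solvent-only control mean plus 3 SD; inconclusive = no clear call, values can overlap the other calls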;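 also: cells exposed to compound for four days before flow analysis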
# Myeloid diff 2 GFP+ MAC1+ %: also measured in Myeloid diff 2; calls as there; GFP+ MAC1+ double positive, %; measured here: differentiation confirmed by MAC1 staining
# Starred values were filed as active, the others as inactive; i = inactive; u = inconclusive; x = not tested or not shown; + = active, no number; [ ] = remark or other dose. Rule as the data show it, unless noted: active = inhibition above about 50%; inactive = the rest. A portion of the library (hit frequency here may not be typical).
# A first look (2 entries):
compound,KOR beta-arrestin-2,Myeloid diff 2,GPR35 arrestin U2OS,GPR55 antagonists,Myeloid diff 2 GFP+ MAC1+ %,HIV fusion peptide,HEK293 NOD2/NF-kB,NOD1 inhibition,KOR beta-arrestin-1,GPR55 activation
Cc1oc(-c2ccccc2Cl)nc1CS(=O)(=O)CC(=O)NC1CCCC1,-2.5%,i,-19%,-4%,1.5,0.0%,24%,27%,4%[20 µM],0.6%
CCOC(=O)C1CCCN(C(=O)CCNS(=O)(=O)c2ccc3c(c2)CCC(=O)N3)C1 (centres undefined),0.7%,i,8%,28%,0.9,-1.6%,13%,-38%,3%,0.0%

# The listing, from the start:
compound,KOR beta-arrestin-2,Myeloid diff 2,GPR35 arrestin U2OS,GPR55 antagonists,Myeloid diff 2 GFP+ MAC1+ %,HIV fusion peptide,HEK293 NOD2/NF-kB,NOD1 inhibition,KOR beta-arrestin-1,GPR55 activation
Cc1oc(-c2ccccc2Cl)nc1CS(=O)(=O)CC(=O)NC1CCCC1,-2.5%,i,-19%,-4%,1.5,0.0%,24%,27%,4%[20 µM],0.6%
CCOC(=O)C1CCCN(C(=O)CCNS(=O)(=O)c2ccc3c(c2)CCC(=O)N3)C1 (centres undefined),0.7%,i,8%,28%,0.9,-1.6%,13%,-38%,3%,0.0%
CCOc1ccc(N(C(=O)C2CCCO2)C2C=CS(=O)(=O)C2)cc1 (centres undefined),-1.5%,i,2%,-9%,0.6,-0.5%,10%,-25%,4%,-0.6%
Cc1cc(NC(=O)c2noc3c2CCc2ccccc2-3)n(-c2ccccc2)n1,36%,i,26%,5%,1.8,-1.9%,16%,8%,-112%,0.3%
O=C(O)/C=C/C(=O)N1CCc2ccccc21,-7.6%,i,-3%,6%,0.4,-0.9%,-2%,-32%,-32%[20 µM],-0.1%
CC1CN(c2ccc([N+](=O)[O-])nc2)CC(C)O1 (centres undefined),-0.2%,i,7%,-5%,0.7,-0.7%,11%,-24%,7%,-0.3%
Cc1cc2cc(OCC(=O)O)ccc2n1C,-5.9%,i,3%,5%,0.6,24%,4%,-44%,21%,-0.1%
CCOc1ccccc1C(=O)NC1CCN(Cc2nnnn2C2CCCC2)CC1,0.8%,i,7%,0%,2.5,87%,6%,4%,9%,-0.2%
N#Cc1cc([N+](=O)[O-])ccc1Oc1cccc(/C=N/NC(=O)c2cccc(Cl)c2)c1,-1.8%,i,-7%,1%,0.3,-3.6%,22%,40%,-13%,-0.1%
Fc1ccc(-c2csc(-c3ccccn3)n2)cc1F,2.7%,i,15%,4%,0.3,-1.0%,-16%,-28%,17%,-0.4%
COc1ccc(CCNC(=O)c2nnn(CC(=O)Nc3cccc(F)c3)c2N)cc1OC,-0.9%,i,18%,-6%,0.1,1.9%,18%,-25%,13%,0.6%
COc1ccc(NC(=S)N(CCN(C)C)C(C)c2ccncc2)cc1Cl (centres undefined),1.3%,i,-5%,-5%,0.7,-0.6%,10%,-8%,4%,-0.1%
CCc1ccccc1N1CC(C(=O)Nc2nccs2)CC1=O (centres undefined),4.3%,i,14%,-4%,0.0,0.7%,1%,-36%,-4%,0.7%
C=CCn1c(SCc2nc3sc(C(=O)O)c(C)c3c(=O)[nH]2)nnc1-c1ccccc1,2.0%,i,3%,2%,0.5,3.7%,0%,-34%,-26%[20 µM],-0.1%
N#Cc1ccc(CSc2nnc(NC(=O)c3ccc4ncsc4c3)s2)cc1,x,i,4%,-12%,0.1,2.9%,14%,-13%,-12%,-0.2%
O=C(CNc1ccccc1)N/N=C/c1ccc2c(c1)OCCO2,-3.6%,i,2%,2%,0.7,-4.3%,-14%,-25%,37%,u
O=C1OCc2cc(NC(=O)C3CCCO3)ccc21 (centres undefined),-1.8%,i,8%,-5%,1.4,0.0%,14%,-12%,33%,-0.1%
CC1CCCN(c2c([N+](=O)[O-])c(=O)oc3ccccc23)C1 (centres undefined),-3.7%,i,-2%,8%,0.5,0.8%,-2%,-24%,20%,-0.4%
CN(C)S(=O)(=O)c1ccc(NC(=O)c2ccc3ncsc3c2)cc1,-4.6%,x,-7%,16%,x,-1.7%,11%,1%,-2%,0.3%
COc1cc(CN2CCc3ccccc3C2)cc([N+](=O)[O-])c1O,-4.2%,i,18%,6%,0.7,-4.1%,0%,44%,33%,-0.1%
COc1cccc(CNC(=O)C2CCCN2S(=O)(=O)c2ccc3c(c2)C(C)(C)C(=O)N3C)c1 (centres undefined),-6.6%,i,3%,-6%,5.6,0.7%,0%,-13%,-53%[20 µM],-0.1%
CC1CCCN(C(=O)c2cc(S(=O)(=O)N3CCCCC3)c[nH]2)C1 (centres undefined),-3.8%,i,1%,-6%,1.6,1.3%,10%,-15%,-14%[20 µM],-0.1%
COc1ccc(C2CC(=O)N3C(=C2C#N)SCC3(O)c2ccccc2)cc1 (centres undefined),-2.9%,i,-9%,-13%,0.9,-1.1%,12%,-27%,22%,-0.1%
Cn1ncc(Cl)c1C(=O)NNC(=O)Nc1cccc2ccccc12,-2.2%,x,4%,-2%,x,-0.8%,22%,-18%,-13%,-0.1%
Cc1ccc(SCCC(=O)NC(C)C)cc1,-1.7%,i,-4%,12%,0.6,0.4%,-12%,-54%,15%,-0.1%
CCN(CC)C(=O)C1CCCN(C(=O)Nc2ccccc2)C1 (centres undefined),4.2%,i,5%,-14%,6.5,-1.7%,5%,10%,1%,-0.1%
CCOC(=O)C1=C(C)Nc2nc3ccccc3n2C1c1ccc(O)cc1 (centres undefined),0.3%,i,-2%,0%,0.6,1.4%,21%,4%,10%,1.4%
O=C(NCCS(=O)(=O)N1CCN(c2ccccc2)CC1)C1CC(=O)N(c2ccc(F)cc2)C1 (centres undefined),-4.5%,i,10%,12%,0.0,-0.4%,4%,-22%,-25%,-0.3%
CCSc1nnc(NC(=O)[C@@H](NC(=O)c2ccc(C(C)(C)C)cc2)C(C)C)s1,2.5%,i,-11%,-6%,0.1,5.4%,12%,-8%,4%,0.4%
CCN1CCn2c1nc(N1CCCCC1)nc2=O,-1.1%,i,-7%,13%,1.3,0.2%,13%,-15%,38%,0.2%
COc1ccc(NC(=O)c2cccc(S(=O)(=O)N3CCCCC3)c2)c(OC)c1,3.0%,i,2%,17%,9.8,-0.3%,12%,-6%,-7%,0.3%
CCCCn1c(C2CCCCC2)nc2cc3[nH]c(=O)c(C(C)C)nc3cc21,-5.2%,i,-9%,2%,0.5,0.2%,7%,39%,-9%[20 µM],-0.1%
O=C(CCSCCc1ccccn1)Nc1ccc(Br)cc1F,20%,i,-14%,0%,0.5,-0.1%,5%,1%,16%,0.2%
Cc1nn2c(N)c(C#N)cnc2c1-c1ccccc1,-4.0%,i,-11%,24%,1.0,-0.9%,14%,-21%,-19%,-0.2%
Cc1ccc(C)c(NC(=O)COc2cccc3c2CCN(Cc2ccccc2)C3=O)c1,-3.2%,i,-12%,12%,0.8,1.4%,-2%,-26%,10%,0.2%
Cn1c(=O)cc(SCC(=O)N2CCN(Cc3ccc4c(c3)OCO4)CC2)c2ccccc21,-1.0%,i,11%,10%,0.8,-1.2%,-15%,-66%,-2%,0.0%
CCN1CCN(CC(=O)c2c[nH]c3ccccc23)CC1,-1.4%,i,16%,25%,0.9,1.8%,-12%,-16%,-4%,0.0%
CC(C)c1ccc(CCNC(=O)c2ccc([N+](=O)[O-])cc2)cc1,-0.4%,i,-4%,0%,0.4,0.3%,12%,-2%,32%,0.3%
CCOC(=O)C(NC(=O)Nc1ccc(F)cc1F)(Oc1ccccc1)C(F)(F)F (centres undefined),4.0%,i,12%,-5%,0.4,-0.1%,6%,36%,-26%,0.2%
Cc1csc(NC(=O)c2cc3c(s2)CCC3)n1,7.1%,i,-4%,6%,0.5,-2.7%,-141%,6%,-54%,-0.2%
O=C(/C=C\c1ccccc1OC(=O)c1ccccc1F)c1cc2ccccc2o1,0.5%,u,19%,26%,x,0.4%,-50%,-18%,19%,2.5%
COc1cc2c(cc1OC)C(C)N(C(=O)Cn1ncc3c1-c1ccccc1OC3)CC2 (centres undefined),-2.2%,i,-13%,10%,2.2,0.7%,16%,-8%,-19%,-0.1%
Cc1ccc(SCCNC(=O)/C=C/c2ccccc2Cl)cc1,3.8%,i,1%,-6%,6.8,-6.3%,-15%,x,8%,-0.2%
Cc1ccc(S(=O)(=O)N2c3ccccc3NC(=O)C2CC(=O)Nc2ccccc2)cc1 (centres undefined),-0.1%,i,10%,16%,0.0,1.4%,19%,20%,8%,0.3%
CN(C)c1ccc(/C=N/N=C2/NC(=O)/C(=C/c3ccc([N+](=O)[O-])cc3)S2)cc1,4.1%,+,-1%,-4%,3.6*,5.8%,-290%,-7%,-39%,0.0%
Cc1ccc(C(=O)Oc2ccc(Cl)c3cccnc23)cc1[N+](=O)[O-],0.7%,i,5%,-10%,0.8,0.2%,34%,5%,14%,-0.1%
C[C@@H](CN=[N+]=[N-])CN1CC[C@H](NC(=O)OCc2ccccc2)CCC1=O,2.1%,i,7%,-5%,1.0,1.2%,7%,-17%,-22%[20 µM],0.0%
Cc1cccc(N(CC(=O)NC2CC3CCC2C3)S(=O)(=O)c2ccccc2)c1 (centres undefined),-4.4%,i,-24%,15%,0.3,-0.3%,1%,-16%,2%,-0.2%
CCOc1ccc(NC(=O)CNC(=O)c2ccc(OC)c(OC)c2)cc1,5.0%,i,4%,2%,0.5,1.3%,6%,-4%,18%,-0.2%
COc1ccc(OC)c(NC(=O)CCC(=O)Nc2nnc(C(F)(F)F)s2)c1,1.8%,i,11%,5%,3.7,0.8%,-10%,-36%,-6%,0.2%
Cc1ccc(-c2c3c(nc4sc(C(N)=O)c(N)c24)CCCC3)o1,-3.5%,i,4%,-4%,0.4,18%,2%,-24%,-33%,0.4%
CC1=CC(C)(C)n2c(O)c(N=NC(N)=S)c3c(C)c(C)cc1c32,3.3%,i,1%,7%,0.3,-4.0%,-16%,-6%,-16%,0.0%
Brc1ccc2c(c1)C(C1=NCCN1)c1ccccc1CS2 (centres undefined),-2.0%,u,1%,12%,x,0.5%,24%,2%,-5%,0.3%
CC(C)(C)NC(=O)C[n+]1ccc(C(N)=O)cc1,-5.9%,i,-10%,-6%,0.3,0.4%,15%,-22%,10%,-0.4%
CCCCCCOc1ccc(/C=C/C(=O)N2CCOCC2)cc1OC,-4.2%,i,14%,-9%,1.2,-1.1%,15%,-18%,-18%,0.5%
